Screening results deposited in PubChem BioAssay by Sanford-Burnham Center for Chemical Genomics.
NALP3 yeast inh = blocks the NALP3 inflammasome reconstituted in yeast. 330,000 compounds, 0.39% hits. Yeast reconstituted NLRP3/ASC/caspase-1, beta-gal luminescence, 24 h. AID 2825. inhibition, % at 10 µM;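 active = inhibition of 50% or more; inactive = inhibition below 50%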;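 note: plate controls were induced DMSO wells for no effect and uninduced yeast grown without galactose for full effect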
tim10-1 inh = inhibits growth of tim10-1 mutant yeast. S. cerevisiae tim10-1 ts strain growth, BacTiter-Glo, 24 h. inhibition, % at 20 µM. 330,000 compounds, 2.2% hits;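 active = inhibition of at least 40%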;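 note: mutant grown at 25 °C; 0% = DMSO wells with yeast and 100% = wells holding no yeast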
APJ ag = agonists of human APJ apelin receptor; activation, % at 20 µM; CHO-K1 APJ PathHunter beta-arrestin, luminescence; 0% DMSO wells, 100% apelin; 330,000 compounds, 0.11% hits; AID 2520; P35414;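 active = activation more than six SD over the plate average, tested at 20 µM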;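 note: 0% = DMSO alone and 100% = apelin-13 at 10 nM; some results filed as inactive read as strong as hits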
Target sequence (P35414 whole entry, looked up): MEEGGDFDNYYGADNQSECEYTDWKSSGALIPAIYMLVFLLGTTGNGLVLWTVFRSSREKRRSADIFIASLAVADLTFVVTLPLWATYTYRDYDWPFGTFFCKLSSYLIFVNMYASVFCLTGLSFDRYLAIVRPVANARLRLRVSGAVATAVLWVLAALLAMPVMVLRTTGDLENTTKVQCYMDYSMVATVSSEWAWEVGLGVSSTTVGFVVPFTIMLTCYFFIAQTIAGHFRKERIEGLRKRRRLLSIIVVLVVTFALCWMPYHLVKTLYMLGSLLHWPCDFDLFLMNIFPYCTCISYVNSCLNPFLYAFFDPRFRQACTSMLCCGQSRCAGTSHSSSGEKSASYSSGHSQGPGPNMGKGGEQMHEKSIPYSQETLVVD
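Test system: CHO-K1 APJ beta-arrestin complementation cell line. Amount: cell density 1000 per well. Controls: DMSO negative, 10 nM Apelin-13 positive. Signal: luminescent beta-gal fragment complementation, chemiluminescent substrate. Read-out basis: agonist-driven arrestin binding to APJ. Timing: compound stimulation 90 min at 25 °C, detection 60 min.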
tim23-1 inh = inhibits growth of tim23-1 mutant yeast; S. cerevisiae tim23-1 growth, BacTiter-Glo luminescence, 24 h; AID 463212; inhibition, % at 20 µM; 330,000 compounds, 1.3% hits;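 active = growth inhibition of the mutant yeast at or above 50%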;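 note: temperature-sensitive mutant grown at 25 °C; plate controls were DMSO-treated mutant yeast for no effect and medium wells lacking yeast for full effect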
TIM10 inh = growth inhibitors of TIM10 yeast strain; inhibition, % at 10 µM; AID 463195; 330,000 compounds, 1.4% hits; S. cerevisiae TIM10 strain growth, BacTiter-Glo luminescence, 24 h;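 active = inhibition of 40% or more at the single tested concentration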;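 note: wild-type TIM10 isogenic control strain grown at permissive 25 °C; 0% = DMSO yeast wells and 100% = minimal medium wells without yeast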
MPTP block = permeability transition pore inhibition; isolated mouse mitochondria, Ca2+ swelling absorbance, 30 min; inhibition, % at 10 µM; 360,000 compounds, 1.4% hits;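 active = inhibition of 50% or more, scaled per plate between neutral and stimulator controls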;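 note: 0% = DMSO wells given calcium and 100% = 1 mM EGTA wells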
MIN6 prolif = inducers of beta-cell replication in MIN6 cells; MIN6 cells proliferation, ATPlite luminescence, 48 h; cells starved in 0.2% serum; 100% = growth in 10% serum; proliferation, % at 10 µM; 330,000 compounds, 0.29% hits; AID 2380;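 active = compounds whose signal lies at least 3.5 SD above the mean of all wells on their plate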;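 note: 0% = DMSO-treated cells in low-serum medium and 100% = 10% serum control; some compounds called inactive have numbers as strong as hits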
APJ antag = APJ receptor antagonism; 330,000 compounds, 0.32% hits; inhibition, % at 20 µM; P35414; CHO-K1 APJ beta-arrestin complementation, luminescence;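 active = inhibition above about 40% at 20 µM, limit read from the data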;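 note: cells challenged with 10 nM apelin-13 agonist together with compound; plate controls were apelin-13 plus DMSO wells for no effect and DMSO wells lacking apelin-13 for full effect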
NR3A LBD binder = NR3A (human) ligand-binding domain modulation; NR3A LBD differential scanning fluorimetry, Tm shift; 0% = protein alone, 100% = glycine-bound protein; 340,000 compounds, 2.5% hits; Tm shift relative to glycine control, % at 25 µM; AID 1259313;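 active = melting temperature shift of at least 10% of the positive control shift, at one fixed dose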
The depositor's hits bear a star; . = not tested or not shown; & = joins results of further samples.

SMILES	NALP3 yeast inh	tim10-1 inh	APJ ag	tim23-1 inh	TIM10 inh	MPTP block	MIN6 prolif	APJ antag	NR3A LBD binder
C=CCn1c(O)c2ccc(C(=O)N=NC(=O)COc3ccc(OC)cc3)cc2c1O	9	0	1	10	-1	-1.3	5	-10	1
CC1(NC(=O)C2CCN(C(=O)Nc3ccccc3)CC2)CCS(=O)(=O)C1 (centres undefined)	12	4	-8	10	1	-0.2	-3	-4	-132
N#Cc1c(-c2ccccc2)nc(SCC(=O)Nc2ccc(OC(F)(F)Cl)cc2)[nH]c1=O	3	20	0	24	0	2.1	-2	10	8
CCOCCCNC(=O)c1cc(Sc2nnc(C)s2)nc2ccccc12	-3	5	-4	5	-9	1.5	-4	-21	0
O=[N+]([O-])c1cccnc1SCc1ccccc1	44	-12	-1	15	6	2.1	-1	4	-5
COc1ccc(N2CCN(C(=S)Nc3cccc(C)c3C)CC2)cc1	-11	-20	2	-7	-10	0.5	-3	-20	-1
Cc1ccc(NC(=S)N(Cc2cccs2)Cc2cc3cc(C)cc(C)c3[nH]c2=O)cc1	27	0	-3	12	-2	0.6	-3	5	-4
CC(C)C[C@H](NC(=O)C1CCN(S(=O)(=O)c2ccccc2)CC1)C(=O)NCc1ccccn1	3	4	0	-6	5	-2.7	-2	5	-1
CC(C)NC(=S)Nc1c(N)[nH]c(=O)[nH]c1=O	-10	-2	-2	8	-11	0.4	0	-11	-1
COC(=O)[C@H]1C[C@H]1[C@@H](NC(=O)c1cccnc1)c1ccccc1	-9	0	0	4	13	1.7	-2	10	-1
Cc1ccc(N2CCN(S(=O)(=O)c3ccc4c(c3)NC(=O)C(C)C(=O)N4)CC2C)cc1 (centres undefined)	1	3	-1	9	-1	0.7	-4	1	2
CS(=O)(=O)c1ccc2nc(N)sc2c1	20	14	1	8	13	-0.4	0	-4	1
COc1cccc(NC(=O)Cc2ccc(C)cc2)c1	38	16	-4	9	6	-2.5	0	6	2
CC1=C(C#N)C(/C=N/OCc2ccc(F)cc2Cl)CC(=O)N1 (centres undefined)	-11	-6	-3	7	1	-0.7	-2	5	-1
COCn1ccnc1C(O)(c1ccc(OC)cc1)c1ccc(OC)cc1	1	3	-4	19	3	-1.3	4	-24	0
CC1(C)Cc2nc3nc(SCC(=O)Nc4ccccc4)nc(N)c3cc2CO1	5	-5	-2	-5	0	-2.1	-1	-9	1
CCn1c2ccccc2c2cc(NC(=O)c3cccc(OC)c3OC)ccc21	23	13	-1	28	-7	-1.9	-2	5	-7
Cc1ccc(S(=O)(=O)NCC(=O)OCC(=O)N2CC(C)OC(C)C2)cc1 (centres undefined)	-1	3	5	1	-3	-1.2	-3	5	-2
CCc1nc2ccc(C(=O)N(C)CC(=O)Nc3ccc(Cl)c(C(F)(F)F)c3)cc2nc1CC	14	21	6	22	14	-0.3	-7	-2	6
NC(=O)C1CCN(c2oc(-c3cccs3)nc2S(=O)(=O)c2ccc(Cl)cc2)CC1	23	-5	-1	-1	-2	-0.7	-2	2	-1
CC1CCN(CC(O)COc2ccc(C(=O)c3ccccc3)cc2)CC1 (centres undefined)	14	-13	-3	4	-4	1.0	-1	-19	-1
CC1(C)CC(=O)C(N=Nc2ccc(S(=O)(=O)N3CCOCC3)cc2)=C(O)C1	11	1	-1	17	2	2.7	1	-12	1
O=C1c2ccccc2C(=O)N1Cc1nc2ccccc2o1	12	-3	4	1	-20	0.2	-2	-23	-1
CCC(C)N1C(=O)S/C(=C/c2ccc(N3CCOCC3)cc2C)C1=O (centres undefined)	10	2	-1	7	-7	1.4	-3	7	-1
CN(C)C(CNc1ncnc2sc3c(c12)CCCC3)c1ccco1 (centres undefined)	3	4	-3	6	9	0.5	0	21	0

Continued.
SMILES	NALP3 yeast inh	tim10-1 inh	APJ ag	tim23-1 inh	TIM10 inh	MPTP block	MIN6 prolif	APJ antag	NR3A LBD binder
CCNC(=O)C1CC(=O)N(c2ccc(OCC)cc2)C1 (centres undefined)	10	-4	8	9	9	0.8	-4	7	4
CCCN(CC1CC1)C(=O)COC(=O)c1[nH]c(C)c(C(=O)OCC)c1C	14	30	-4	34	-3	-1.6	0	18	5
CC(C)c1ccc(N(C(=O)c2ccco2)C(C(=O)NC2CCCC2)c2ccncc2)cc1 (centres undefined)	12	32	-3	32	2	-1.9	0	-13	-1
CC(C)CCNC(=O)c1ccc(NC(=O)C2=CSCCO2)cc1	2	30	-1	30	-1	0.0	3	10	-12
COc1cc2oc(=O)cc(-c3cccc(-c4cccc(C)c4)c3)c2c(OC)c1OC	.	10	.	31	-4	-0.3	.	.	5
CC(=O)N1CCN(C(=O)CSc2nc3c(cnn3-c3ccccc3)c(=O)[nH]2)CC1	7	-21	-4	-3	-24	-1.0	0	-13	0
Cc1ccccc1NC(=O)Cn1c(C)nc2ccc(N)cc2c1=O	1	0	0	-2	-1	-2.4	-2	-11	-1
Cc1cc(C)c(C#N)c(Nc2ccccc2)n1	18	15	2	15	5	-1.3	-1	-12	2
O=C(NC1(C(F)(F)F)NC(=O)N(Cc2cccnc2)C1=O)c1ccncc1 (centres undefined)	17	-25	-5	-17	-17	0.4	-2	9	0
COc1ccc(-c2noc(CSc3nnc(-c4ccccc4)n3C)n2)cc1	22	16	-2	35	19	-1.4	-2	-50	0
Cn1nnnc1SCC(=O)Nc1cc(C(=O)O)cc(C(=O)O)c1	-17	3	-4	1	-7	-0.7	-4	9	0
O=C(CCCC(=O)c1ccccc1)NCCc1ccccc1F	8	0	-1	2	18	-1.2	-1	-13	-1
Cc1ccc(C(=O)OCC(=O)N(CC(C)C)c2c(N)n(Cc3ccccc3)c(=O)[nH]c2=O)s1	22	-4	-5	-6	6	0.1	5	-21	-1
CCOc1ccc2[nH]cc(C(=O)N3CCN(CC)CC3)c(=O)c2c1	9	10	-1	9	-1	-1.4	0	-14	-1
COc1ccccc1NC(=O)c1ccc(NS(C)(=O)=O)cc1	-2	-3	4	-9	3	-1.4	-2	8	1
COc1ccc(Cl)cc1Nc1ncnc2sc(C)c(S(=O)(=O)N3CCC(C)CC3)c12	1	18	-2	23	-7	1.2	-3	4	10*
COc1ccc(-c2c(-c3ccc(OC)c(C)c3O)n[nH]c2C)cc1	24	10	-3	50	25	2.1	-4	5	-1
O=C(Cn1c(CN2CCCCC2)nc2ccccc2c1=O)Nc1ccccc1	9	-1	-5	1	6	-1.3	0	17	1
CC1=C(C(=O)Nc2ccc(Cl)cc2)C(c2ccco2)NC(=O)N1 (centres undefined)	4	-1	-2	-15	0	0.2	1	8	-2
Cc1cccc(-c2nc(CN3CCCC(C(=O)NC4CCC(C)CC4)C3)c(C)o2)c1 (centres undefined)	17	16	-1	7	11	-0.4	-6	8	-2
CNC(=O)Oc1ccc2c(c1)[C@]1(C)CCN(C)[C@@H]1N2C	6&16	-13&5	-2&3	3&-10	-2&5	-0.1&-0.6	-1&-5	0&-8	1&2
COc1ccc(C(=O)NC(=O)CSc2n[nH]c(N)n2)cc1	7	-12	-7	3	-7	-1.2	-1	-1	-2
CC(C)(CO)NC(=O)Nc1ccc(Cl)c(Cl)c1	1	16	-1	11	-6	-0.4	-1	1	-2
O=C(COC(=O)c1ccccc1SCC(=O)NC1CCS(=O)(=O)C1)NC1CCS(=O)(=O)C1 (centres undefined)	-3	6	-3	1	-14	1.1	-3	16	0
O=C(NC(=S)Nc1ccccc1O)c1cccnc1	20	-7	-8	-8	-6	0.2	-1	47*	5

Next section
SMILES	NALP3 yeast inh	tim10-1 inh	APJ ag	tim23-1 inh	TIM10 inh	MPTP block	MIN6 prolif	APJ antag	NR3A LBD binder
CC(=O)c1cc(NC(=O)c2ccccc2)c(=O)oc1C	8	15	-3	22	18	0.4	4	7	0
COc1cccc(CN2C(=O)Nc3ccccc3C(=O)N2C(C)(C)C)c1	11	-5	6	2	6	0.1	-2	5	1
Cc1cc(OCc2ccc(C(=O)n3cccn3)o2)ccc1Cl	16	-4	2	-57	11	-1.0	-2	-7	0
COC(=O)C1(CC2CC(c3cccc(Br)c3)=NO2)CCN(C(=O)OC(C)(C)C)CC1 (centres undefined)	8	30	4	32	18	54*	-9	-16	-1
N#Cc1ccc(OCC(=O)n2cc(C(=O)c3cc(Cl)cc(Cl)c3O)cn2)cc1	-1	-27	3	17	-23	.	1	-1	-1
O=C(CCC(=O)c1ccc(Cl)cc1)OCC(=O)c1ccccc1	-29	29	0	18	6	0.1	1	13	-2
CSc1nsc(SCc2ccc(Cl)cc2)n1	8	4	-3	15	-3	1.6	-2	-11	3
O=C(CSc1nc(-c2ccco2)cc(C(F)(F)F)n1)Nc1ccc(C(=O)N2CCOCC2)cc1	-5	8	-4	5	-15	3.6	1	12	0
Cc1ccc(-c2cccc(C(=O)NCc3ccccc3)n2)c2ccccc12	17	-3	4	-13	4	1.4	-8	5	3
COc1ccc(N2CCN(CCCNS(=O)(=O)c3c(C)noc3/C=C/N(C)C)CC2)cc1	3	12	-3	14	-4	.	-1	21	.
CCOC(=O)NC(=O)CSc1ccc(S(=O)(=O)N2CCCCC2)cn1	24	5	-3	9	2	-1.3	1	-4	2
C#CCOCCOCCOCCNc1nc(N2CCN(C(=O)CCCCCCCCCCNC(=O)[C@H]([C@@H](C)CC)n3cc(CCCCCN)nn3)CC2)nc(N2CCN(C(=O)CCCCCCCCCCNC(=O)[C@H](CCCCN)n3cc(CCCC(=O)O)nn3)CC2)n1	14	25	-5	29	2	-10	-6	15	22*
CC(=O)N1CCc2c(sc(NC(=O)C3CCCCC3)c2C(N)=O)C1	20	5	-2	-7	6	-1.6	2	-73	0
COC(=O)c1cc(=O)n(CCc2ccccc2F)c(=Nc2ccc(F)c(Cl)c2)s1	10	8	5	9	2	5.3	-7	12	0
Nc1[nH]c(N=NC(=O)c2ccc(Cl)cc2)c2ccccc12	9	18	-4	2	-18	0.2	0	11	-11
C/C(=N\Nc1ccc(C(=O)O)cc1)c1ccc2c(c1)Nc1ccccc1S2	28	-5	13	28	8	3.4	-4	-23	6
CCS(=O)(=O)c1nc2ccccc2n1CC(=O)N1CCOCC1	12	-13	1	2	11	-1.2	0	10	6
Cn1cc(Br)c(C(=O)N2CCN(c3cccc(Cl)c3)CC2)n1	-2	34	-4	20	-12	-0.4	-2	6	-1
COCCNC(=S)N(CCc1c(C)[nH]c2ccc(OC)cc12)Cc1ccco1	-4	24	1	17	11	-0.2	1	7	-1
COc1ccc(Cl)cc1NC(=O)C1CCCO1 (centres undefined)	-8	8	-4	16	15	0.7	-2	1	2
Cc1ccc(CN(C(=O)COc2ccc(Br)cc2)C2CCS(=O)(=O)C2)o1 (centres undefined)	-3	33	-2	27	5	-1.3	-1	13	0
CC(C(=O)NC(=O)NCc1ccccc1)N1C(=O)c2ccccc2C1=O (centres undefined)	14	2	0	-3	-13	-3.1	-1	13	0
CN(C(=O)Cn1nnc(-c2ccccc2)n1)C1CCS(=O)(=O)C1 (centres undefined)	6	-1	-1	13	3	-0.6	-5	23	2
CCS(=O)(=O)C(=C1NCCO1)S(=O)(=O)CC	-3	5	-3	9	-11	-1.9	-2	7	0

An unsorted share of the library, and some 7.2% of all compounds hit somewhere here.
